APJ ag: activates the human apelin receptor APJ; P35414; CHO-K1 APJ PathHunter beta-arrestin, luminescence; 0% DMSO wells, 100% apelin; activation, % at 20 µM; hit rate 0.11% among 330,000; AID 2520;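 active means activation more than six SD over the plate average, tested at 20 µM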;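 further: 0% = DMSO alone and 100% = apelin-13 at 10 nM; some results filed as inactive read as strong as hits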
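Assay system: CHO-K1 cells stably expressing ProLink-tagged human APJ and arrestin–beta-gal acceptor. Compound dosing: 20 µM single point, 1% DMSO. Times: 16-18 h seeding, 90 min dark compound exposure, 60 min detection. Detection: beta-gal luminescence. Evaluation: APJ–arrestin association signal. Controls: negative DMSO alone, positive Apelin-13 at 10 nM.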
tim10-1 inh: inhibits growth of tim10-1 mutant yeast. S. cerevisiae tim10-1 ts strain growth, BacTiter-Glo, 24 h. inhibition, % at 20 µM. AID 463190. hit rate 2.2% among 330,000;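 active means inhibition of at least 40%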;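 further: mutant grown at 25 °C; 0% = DMSO wells with yeast and 100% = wells holding no yeast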
NALP3 yeast inh: NALP3 inhibition in yeast; Yeast reconstituted NLRP3/ASC/caspase-1, beta-gal luminescence, 24 h; AID 2825; hit rate 0.39% among 330,000; inhibition, % at 10 µM;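 active means inhibition of 50% or more; inactive means inhibition below 50%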;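 further: plate controls were induced DMSO wells for no effect and uninduced yeast grown without galactose for full effect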
tim23-1 inh: tim23-1 yeast growth inhibition; AID 463212; hit rate 1.3% among 330,000; inhibition, % at 20 µM; S. cerevisiae tim23-1 growth, BacTiter-Glo luminescence, 24 h;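 active means growth inhibition of the mutant yeast at or above 50%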;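 further: temperature-sensitive mutant grown at 25 °C; plate controls were DMSO-treated mutant yeast for no effect and medium wells lacking yeast for full effect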
UPR CHOP act: activators of apoptotic arm of unfolded protein response (CHOP) | CHO-CHOP luciferase reporter, UPR activation, luminescence; percent of tunicamycin response over DMSO baseline | activation, % at 10 µM | hit rate 0.34% among 330,000;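 active means at 10 µM dose, activation of 40% or more, normalized to positive control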;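 further: 100% = tunicamycin at 10 µg/mL and 0% = DMSO alone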
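Dosing – one dose, 10 µM in 0.5% DMSO · System – CHO-CHOP cells, stable luciferase reporter of PERK-eIF2a-CHOP signalling · Input – 500 cells/well · Control set – tunicamycin 10 µg/mL final as positive, DMSO-only wells as negative · Timing – 6 h compound treatment, 37 °C · Measure – % activation vs tunicamycin · Technique – luminescence read with Steady-Glo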
TIM10 inh: inhibits growth of TIM10 yeast strain | S. cerevisiae TIM10 strain growth, BacTiter-Glo luminescence, 24 h | inhibition, % at 10 µM | hit rate 1.4% among 330,000 | AID 463195;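 active means inhibition of 40% or more at the single tested concentration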;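 further: wild-type TIM10 isogenic control strain grown at permissive 25 °C; 0% = DMSO yeast wells and 100% = minimal medium wells without yeast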
UPR XBP1 act: activators of adaptive arm of unfolded protein response (XBP1); CHO-XBP1 luciferase reporter, IRE1-XBP1 UPR activation, luminescence; percent of tunicamycin response, DMSO as zero; activation, % at 20 µM; hit rate 0.33% among 330,000;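 active means versus positive control, 20 µM dose yields 30% or more activation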;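 further: 100% = tunicamycin at 10 µg/mL and 0% = DMSO only wells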
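incubation = overnight seeding at 37 °C, 6 h compound treatment at 37 °C | assay system = CHO-XBP1 cells stably carrying IRE1-XBP1-driven luciferase reporter | input = 1000 cells per well | detection = luciferase luminescence | dosing = single point, 20 µM final compound, 1% DMSO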
Mdm2-MdmX inh: inhibitors of human Mdm2/MdmX interaction | AID 485346 | inhibition, % at 8 µM | SaOS-2 split-luciferase Mdm2/MdmX complementation, luminescence | O15151+Q00987 | hit rate 3% among 330,000;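 active means inhibition of at least 50% at 8 µM in the primary screen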
Target sequence (O15151 whole entry, looked up): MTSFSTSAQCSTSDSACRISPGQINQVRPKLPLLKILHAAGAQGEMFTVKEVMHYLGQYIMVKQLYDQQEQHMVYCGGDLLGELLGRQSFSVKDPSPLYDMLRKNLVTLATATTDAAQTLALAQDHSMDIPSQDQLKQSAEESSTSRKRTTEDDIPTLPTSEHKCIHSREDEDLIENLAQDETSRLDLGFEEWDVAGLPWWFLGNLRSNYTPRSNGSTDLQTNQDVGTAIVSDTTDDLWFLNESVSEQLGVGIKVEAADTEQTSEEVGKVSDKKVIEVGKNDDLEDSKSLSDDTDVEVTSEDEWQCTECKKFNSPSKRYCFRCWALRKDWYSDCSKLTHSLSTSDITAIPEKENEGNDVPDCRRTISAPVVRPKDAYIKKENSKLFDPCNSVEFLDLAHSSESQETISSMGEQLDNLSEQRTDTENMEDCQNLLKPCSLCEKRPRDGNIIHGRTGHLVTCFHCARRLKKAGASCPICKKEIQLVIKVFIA
Target sequence (Q00987 whole entry, looked up): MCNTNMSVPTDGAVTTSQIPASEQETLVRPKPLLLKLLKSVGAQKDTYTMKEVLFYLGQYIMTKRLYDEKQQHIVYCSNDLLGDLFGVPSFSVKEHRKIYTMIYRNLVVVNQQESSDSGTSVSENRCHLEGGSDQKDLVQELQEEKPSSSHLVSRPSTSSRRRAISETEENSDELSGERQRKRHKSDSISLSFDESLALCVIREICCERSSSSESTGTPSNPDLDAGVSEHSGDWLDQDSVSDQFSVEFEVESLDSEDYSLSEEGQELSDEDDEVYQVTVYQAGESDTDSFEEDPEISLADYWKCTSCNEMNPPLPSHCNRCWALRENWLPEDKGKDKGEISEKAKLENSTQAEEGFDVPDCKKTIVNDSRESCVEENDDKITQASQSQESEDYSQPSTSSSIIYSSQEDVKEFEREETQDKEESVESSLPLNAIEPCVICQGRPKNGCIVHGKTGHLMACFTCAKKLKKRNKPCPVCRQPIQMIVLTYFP
NR3A LBD binder: modulates the human NR3A ligand-binding domain. hit rate 2.5% among 340,000. Tm shift relative to glycine control, % at 25 µM. AID 1259313. NR3A LBD differential scanning fluorimetry, Tm shift; 0% = protein alone, 100% = glycine-bound protein;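 active means melting temperature shift of at least 10% of the positive control shift, at one fixed dose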
Active calls of the source: *; · = not tested or not shown.

SMILES | APJ ag | tim10-1 inh | NALP3 yeast inh | tim23-1 inh | UPR CHOP act | TIM10 inh | UPR XBP1 act | Mdm2-MdmX inh | NR3A LBD binder
Cc1nn(C(C)CC(=O)O)c(C)c1C (stereo unspecified) | -1 | -14 | 4 | -6 | -2.3 | -5 | -1 | 16 | 0
CN(C(=O)c1coc(=O)c2ccccc12)c1ccccc1Cl | -1 | 7 | -15 | 8 | 1.1 | 5 | -1 | 12 | 0
Cc1ccc(C(C)NC(=O)/C(C#N)=C\c2c(C)[nH]c3ccccc23)cc1 (stereo unspecified) | 0 | 31 | 17 | 30 | 2.6 | 36 | -2 | -5 | 17*
COc1ccc(N2C(=O)CCC2(C#N)c2ccc(OC)cc2)cc1 (stereo unspecified) | -2 | 18 | 1 | 9 | 0.1 | 9 | 1 | 14 | -2
CCOC(=O)Nc1ccc2c(c1)N(C(=O)CCN(C)C)c1ccccc1S2 | 0 | 35 | 35 | 20 | -0.4 | 17 | 2 | -5 | -1
Cc1sc2nc(SCc3nnc(-c4cccs4)o3)n(C3CCCC3)c(=O)c2c1C | 7 | 6 | 2 | 13 | 0.2 | 0 | 2 | -7 | 0
CS(=O)(=O)N1CCN(c2ccc([N+](=O)[O-])c(NCc3ccc(Cl)cc3)c2)CC1 | -3 | 10 | 16 | 10 | 0.1 | 7 | -2 | 21 | 0
O=C(/C=N/O)Nc1cccnc1 | -5 | -4 | 11 | 10 | -0.4 | 2 | -1 | 14 | 2
Cc1ccc(NC(=S)Nc2ccc3cn[nH]c3c2)cc1 | 2 | 15 | -11 | 4 | 3.5 | 12 | -1 | -26 | 19*
CCOC(=O)c1oc2nc3c(cc2c1N)COC(C)(C)C3 | -4 | 5 | 1 | 1 | 3.2 | 1 | 6 | 11 | -3
Oc1c(Cl)cc(Cl)cc1Sc1cc(Cl)cc(Cl)c1O | 6 | -80 | 97* | 34 | 0.8 | 45* | -2 | 100* | ·
Cc1nc(/C=C/c2ccccc2)cc(/C=C/c2ccccc2)n1 | -5 | 30 | 17 | 9 | 3.7 | 19 | 1 | -51 | -13
CCC(C(=O)Nc1ccc(C(=O)O)cc1NC(=O)C(CC)c1ccccc1)c1ccccc1 (stereo unspecified) | 0 | -1 | 6 | 7 | -2.7 | 11 | -4 | 6 | 4
C=CCN(c1ccccc1)S(=O)(=O)c1cc2c(cc1C)N(C)CCO2 | 0 | 24 | 0 | 35 | 2.1 | 15 | 0 | -3 | -1
CC(=O)Nc1c(F)c(F)c(F)c(F)c1F | -6 | 3 | 5 | -11 | -1.9 | -11 | 1 | 9 | -2
Cc1c(NC(=S)NC(=O)Cc2ccccc2)cccc1C(=O)O | 0 | 4 | 2 | -1 | 2.3 | -29 | 3 | -6 | 0
COc1ccc(C)cc1NC(=O)c1cc2c(=O)n3ccccc3nc2n1C | -1 | 17 | 6 | 0 | 0.0 | -18 | 1 | 33 | 1
O=C(CNC(=O)c1ccccc1)c1ccccc1 | -1 | -27 | 16 | -9 | -1.2 | -11 | -6 | -37 | -1
CC(=O)NC(C)C(c1cccs1)N1CCN(c2ccccc2)CC1 (stereo unspecified) | 0 | 23 | -2 | 13 | -1.2 | -4 | 1 | -2 | 0
Cc1ccc(S(=O)(=O)N2CCCCC2)cc1NS(=O)(=O)c1ccc(Cl)c(C(=O)O)c1 | -3 | -19 | 4 | -9 | 1.0 | -7 | -1 | -6 | 4
COc1ccc(CCCc2nnc(SCC(=O)Nc3nccs3)n2C)cc1C | -1 | 8 | 11 | 0 | -0.5 | -12 | -1 | -5 | -3
Cc1ccc(CNC(=S)NC2CCCCC2)cc1 | 6 | 20 | 37 | 18 | 0.2 | -3 | -2 | 19 | -1
COc1cc(-c2nnc(SCc3cc(=O)oc4cc(O)c(O)cc34)o2)cc(OC)c1OC | -3 | 1 | 5 | -14 | 0.5 | -60 | 4 | 6 | -12
O=C(OCc1cc(=O)n2ccsc2n1)c1ccc(OC(F)F)cc1 | -2 | 7 | 15 | 16 | 2.9 | -3 | 1 | -19 | 2
NS(=O)(=O)c1ccc(CNC(=O)c2cc(=O)[nH]c3ccccc23)cc1 | -3 | -4 | -34 | -3 | -0.8 | 7 | -1 | 2 | 1
COc1cc(O)oc1C=Nc1ccc(Cl)cc1Cl | -3 | 11 | 1 | 7 | 0.6 | -1 | 2 | -9 | 1
CCc1ccc(CNC(=O)c2cc3c(C)nc4ccccc4c3o2)cc1 | 13 | 43* | 18 | 43 | 5.5 | -4 | 4 | 21 | -15
COc1cc2c(cc1OC)-c1cc(NCc3ccccn3)nc(=O)n1CC2 | 1 | -6 | -4 | 15 | 0.0 | 3 | 3 | -2 | -8
COCCOC(=O)C1=C(C)NC(=O)NC1C1CC=CCC1 (stereo unspecified) | -3 | 16 | -8 | 21 | 0.0 | 18 | -1 | 1 | -3
Cc1ccc(N(CC(=O)NCCSc2ccccn2)S(C)(=O)=O)cc1 | 0 | 29 | 19 | 16 | -0.3 | 3 | -3 | 0 | -2

Part of the list above in order of length of the SMILES, rising:
SMILES | APJ ag | tim10-1 inh | NALP3 yeast inh | tim23-1 inh | UPR CHOP act | TIM10 inh | UPR XBP1 act | Mdm2-MdmX inh | NR3A LBD binder
O=C(/C=N/O)Nc1cccnc1 | -5 | -4 | 11 | 10 | -0.4 | 2 | -1 | 14 | 2
O=C(CNC(=O)c1ccccc1)c1ccccc1 | -1 | -27 | 16 | -9 | -1.2 | -11 | -6 | -37 | -1
Cc1ccc(NC(=S)Nc2ccc3cn[nH]c3c2)cc1 | 2 | 15 | -11 | 4 | 3.5 | 12 | -1 | -26 | 19*
CC(=O)NC(C)C(c1cccs1)N1CCN(c2ccccc2)CC1 (stereo unspecified) | 0 | 23 | -2 | 13 | -1.2 | -4 | 1 | -2 | 0
O=C(OCc1cc(=O)n2ccsc2n1)c1ccc(OC(F)F)cc1 | -2 | 7 | 15 | 16 | 2.9 | -3 | 1 | -19 | 2
COc1ccc(CCCc2nnc(SCC(=O)Nc3nccs3)n2C)cc1C | -1 | 8 | 11 | 0 | -0.5 | -12 | -1 | -5 | -3
COc1ccc(C)cc1NC(=O)c1cc2c(=O)n3ccccc3nc2n1C | -1 | 17 | 6 | 0 | 0.0 | -18 | 1 | 33 | 1
COc1cc(-c2nnc(SCc3cc(=O)oc4cc(O)c(O)cc34)o2)cc(OC)c1OC | -3 | 1 | 5 | -14 | 0.5 | -60 | 4 | 6 | -12
Cc1ccc(S(=O)(=O)N2CCCCC2)cc1NS(=O)(=O)c1ccc(Cl)c(C(=O)O)c1 | -3 | -19 | 4 | -9 | 1.0 | -7 | -1 | -6 | 4

(further entries)
SMILES | APJ ag | tim10-1 inh | NALP3 yeast inh | tim23-1 inh | UPR CHOP act | TIM10 inh | UPR XBP1 act | Mdm2-MdmX inh | NR3A LBD binder
O=C(NCCc1nc2ccccc2[nH]1)c1ccc([N+](=O)[O-])cc1 | 2 | -3 | 0 | 4 | 1.3 | 14 | -4 | -1 | 1
Cc1cccc(OCCCC(=O)Nc2ccc(N3CCCCC3)cc2)c1 | -2 | 6 | -1 | -1 | -0.5 | 9 | -2 | 2 | 0
O=C(Nc1ccccc1N1CCCCC1)c1ccc([N+](=O)[O-])o1 | 8 | 51* | 27 | 29 | 0.9 | 34 | -1 | 29 | 4
CC(=O)N(C1=C(N)C(=O)c2ccccc2C1=O)c1ccccc1 | 5 | -1 | 10 | 9 | 1.7 | 20 | -5 | 9 | -3
COc1ccc(N2CCN(S(=O)(=O)c3c[nH]c(=O)[nH]c3=O)CC2)cc1 | -1 | -16 | 3 | -6 | 1.0 | -7 | -2 | 8 | 5
CC(C)C[C@H](NC(=O)c1nc[nH]c1C(=O)N(C)Cc1ccccc1)C(=O)OC(C)(C)C | -3 | 13 | -14 | 24 | 0.9 | 18 | -4 | 22 | -3
CCCc1nnc(SCC(=O)N2CCCC(C)C2)n1CCCOC (stereo unspecified) | -6 | 5 | 13 | 0 | -0.1 | -12 | -1 | 9 | -1
O=C(Nc1ccc([N+](=O)[O-])cc1)c1cc2ccccc2nc1Cl | -1 | 29 | -37 | 10 | 4.7 | 15 | 2 | -11 | -7
CCN1CCC(NC(=O)Nc2ccccc2C(=O)OC)CC1 | 1 | 17 | -4 | -7 | -0.2 | 13 | -2 | 3 | 2
CC(C)(C)C(=O)Nc1ccc(S(=O)(=O)c2ccc(NC(=O)C(C)(C)C)cc2)cc1 | -1 | -4 | -2 | -7 | -1.5 | -11 | -1 | 18 | -2
CCCCn1c(N)c(N(CCOC)C(=O)c2cc(=O)[nH]c3ccccc23)c(=O)[nH]c1=O | 1 | -2 | -1 | -12 | -1.5 | 8 | 0 | 17 | -2
Cc1sc2ncnc(N3CCC(C(=O)Nc4ccc(C#N)cc4)CC3)c2c1C | 0 | -9 | 7 | 9 | 1.4 | -9 | -1 | 39 | -6
COc1ccc(CNC(=O)C(C)n2nc(C)c3c(C)n(-c4ccc(C)cc4)nc3c2=O)cc1 (stereo unspecified) | 1 | 5 | 11 | 6 | 2.4 | -8 | -3 | 32 | 1
O=C(O)CCc1ccc(S(=O)(=O)Nc2ccc(OCc3ccccc3)cc2)cc1 | 0 | 10 | 22 | 17 | 0.8 | 9 | 6 | -9 | -5
COc1ccc(Cc2nnc(NC(=O)c3ccco3)s2)cc1 | -5 | 13 | 18 | 16 | 2.1 | 14 | -2 | -3 | 2
CCc1nnc(NCC(=O)N2CCc3ccccc32)s1 | 1 | -9 | 14 | -4 | -1.8 | -12 | -2 | -8 | -4
CCn1cc(C(=O)O)c(=O)c2cc(OC)ccc21 | -4 | -12 | 16 | -6 | 1.8 | 10 | -2 | 6 | 0
CCOC(=O)C1CCCN(CC(O)COc2cccc(C)c2)C1 (stereo unspecified) | -2 | -11 | 25 | 2 | -0.2 | -3 | -4 | 21 | -1
COc1cc2c3c(c1OC)C1(C=CC(=NNC(N)=O)C=C1)CC3N(C(C)=O)CC2 (stereo unspecified) | -2 | 9 | -15 | 1 | -0.1 | 8 | -4 | 13 | 3
C=CCN1C(=O)CN=C1Nc1ccccc1 | 0 | -13 | 25 | 8 | -2.3 | 14 | 1 | 5 | -2
COC(=O)c1c(C(=O)OC)c(-c2cccc(C)c2)n2c1CS(=O)(=O)C2 | -4 | -1 | 3 | 2 | -1.4 | -4 | -4 | 9 | 1
COc1cc(/C=C/C(=O)OCC(=O)N2CCCc3ccccc32)ccc1OCC#N | -2 | 9 | -4 | 26 | -0.4 | 6 | -3 | 22 | 1

Screening data deposited in PubChem by Sanford-Burnham Center for Chemical Genomics.
